ALDH1A1 inh – ALDH1A1 (human) enzyme inhibition; AID 1030; P00352; hit rate 7.3% among 220,000; Potency, µM (series often up to 75.3 µM), inactives show at the top dose activity, negative = inhibition, usual class: inhibitors; Purified ALDH1A1, NADH fluorescence, propionaldehyde substrate; active means well fitted inhibition curve with a large enough effect, not every such curve was filed as active; inconclusive means small, poorly fitted or top-dose-only effect, or another doubt; inactive means no such curve, though single readings can be large or run the other way;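 further: plate controls were no enzyme wells and a reference inhibitor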
TRb-SRC2 inh – disrupts binding of human TR beta to SRC2; P10828; TRbeta-SRC2 peptide binding, fluorescence polarization; receptor liganded with 1 µM T3; Potency, µM (series often up to 106 µM), for the others: at the top dose activity change, negative = inhibition, usual class: inhibitors; hit rate 0.065% among 280,000;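 further: plate controls were bound peptide for no effect and peptide without receptor for full effect; nearly all actives have a fitted effect of over 50% in size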
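Fluorescence polarization of 20 nM Texas Red SRC2 peptide (20-aa NR interaction domain) bound to 0.6 uM human TRb ligand-binding domain, with 1 uM T3, after 5 hr at ambient temperature; inhibition seen as decreased polarization.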
TexasRed fluor – alters Texas Red total fluorescence, flagging assay interference; TRb/SRC2 Texas Red total fluorescence interference; Potency, µM (top dose mostly 106 µM), for the others: top-dose fluorescence change, negative = quenching; hit rate 0.29% among 280,000; active means well fitted curve in either direction with a large enough effect; inconclusive means small, poorly fitted or top-dose-only effect
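Human TRβ ligand-binding domain (0.6 uM) and Texas Red SRC2 peptide (20 nM) in Tris buffer with 1 uM T3 and 5% DMSO were incubated with pinned compound for 5 hr at ambient temperature. Total fluorescence was computed as S + 2P (555/632 nm).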
Tau fluor cs – counter-screen for tau fibril formation inhibitors. tau K18 P301L Alexa594 fluorescence, heparin fibrillization. Potency, µM (top dose mostly 57.7 µM), for inactives: at the highest dose activity change, negative = decrease. hit rate 0.93% among 280,000; further: nearly all actives have a fitted effect of over 55% in size
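Human K18 P301L tau (15 uM unlabeled plus 0.24 uM Alexa 594-labeled, final) in 100 mM sodium acetate pH 7 was mixed with compound and 20 uM heparin and incubated 6 hr at 37 C.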
Tau ThT inhib – tau fibrillization inhibition (ThT binding); AID 1460; hit rate 2.1% among 270,000; recombinant tau K18 P301L, heparin-induced fibrillization, ThT fluorescence; Potency, µM (highest dose often 57.4 µM), without a hit: top-dose activity, negative = inhibition, usual class: inhibitors; P10636; further: nearly all actives have a fitted effect of over 55% in size
Target sequence (P10636 561-689 P618L limits assumed): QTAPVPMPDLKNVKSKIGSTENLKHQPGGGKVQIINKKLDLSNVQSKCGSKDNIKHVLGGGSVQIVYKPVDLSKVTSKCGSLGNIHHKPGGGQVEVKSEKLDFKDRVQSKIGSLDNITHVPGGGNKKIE
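ThT emission at 510 nm, taken 1 hr after adding 30 uM dye, quantifies aggregates formed when 20 uM heparin acts on human tau K18 P301L for 6 hr at 37 C.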
aGal spleen mod – alpha-galactosidase A (human) modulation | P06280 | human spleen homogenate, 4MU-alpha-Gal fluorescence, 40 min | Potency, µM (doses to about 80 µM), inactives show at the highest dose activity change, negative = inhibition, usual class: inhibitors | hit rate 0.008% among 240,000 | AID 2107;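 further: 0% = enzyme with vehicle and -100% = no enzyme basal signal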
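qHTS titration in buffer at pH 5.0. Alpha-galactosidase activity in spleen homogenate was measured via 4-methylumbelliferone release from 1 mM fluorogenic substrate after 40 min at 37C and a pH 10 stop. AC50 came from Hill fits of control-normalized data.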
Tau FP inhib – blocks human tau fibril formation measured by polarization; P10636; K18 P301L tau heparin fibrillization, Alexa594 FP, 6 h; Potency, µM (highest dose often 57.7 µM), without a hit: top-dose activity, negative = inhibition, hits mostly inhibitors; hit rate 0.39% among 280,000; AID 1468; further: nearly all actives have a fitted effect of over 55% in size
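Heparin (20 uM) drove fibril formation of recombinant tau K18 P301L, 15 uM unlabeled with 0.24 uM Alexa 594 label, for 6 hr at 37 C in 100 mM sodium acetate pH 7. Fluorescence polarization (555/632 nm) read 1 hr after 30 uM ThT.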
L3MBTL1 block – L3MBTL1 (human) inhibition; Potency, µM (series often up to 57.1 µM), without a hit: at the top dose activity, negative = inhibition, actives largely listed as inhibitors; Q9Y468; hit rate 0.66% among 230,000; AID 485360; AlphaScreen L3MBTL1–H3K9me1 peptide binding; further: nearly all actives have a fitted effect of over 60% in size
Target sequence (Q9Y468 whole entry, looked up): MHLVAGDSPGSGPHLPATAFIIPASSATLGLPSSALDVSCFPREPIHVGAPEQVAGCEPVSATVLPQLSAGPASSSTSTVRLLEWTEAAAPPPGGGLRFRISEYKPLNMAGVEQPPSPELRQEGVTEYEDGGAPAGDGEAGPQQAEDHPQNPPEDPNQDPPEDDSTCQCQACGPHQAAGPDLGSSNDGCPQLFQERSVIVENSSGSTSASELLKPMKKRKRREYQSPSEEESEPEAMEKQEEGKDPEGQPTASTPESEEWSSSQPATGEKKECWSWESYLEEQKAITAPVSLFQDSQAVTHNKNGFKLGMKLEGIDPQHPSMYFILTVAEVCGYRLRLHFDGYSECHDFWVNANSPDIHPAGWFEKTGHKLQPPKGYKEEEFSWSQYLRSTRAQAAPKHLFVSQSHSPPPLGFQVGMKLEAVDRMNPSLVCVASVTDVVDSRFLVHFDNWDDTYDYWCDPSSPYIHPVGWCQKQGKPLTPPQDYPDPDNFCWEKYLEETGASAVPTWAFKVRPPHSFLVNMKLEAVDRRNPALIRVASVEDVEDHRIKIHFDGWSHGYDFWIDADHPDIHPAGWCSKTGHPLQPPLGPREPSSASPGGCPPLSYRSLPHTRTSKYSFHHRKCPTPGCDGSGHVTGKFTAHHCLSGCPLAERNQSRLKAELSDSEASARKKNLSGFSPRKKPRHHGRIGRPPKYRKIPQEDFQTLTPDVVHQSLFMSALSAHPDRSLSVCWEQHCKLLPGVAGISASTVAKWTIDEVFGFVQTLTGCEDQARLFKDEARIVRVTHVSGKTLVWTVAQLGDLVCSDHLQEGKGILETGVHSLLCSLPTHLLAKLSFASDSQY
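L3MBTL1 50 nM + b-AHA-H3(1-15)K9me1 75 nM, 30 min RT; compound added, 30 min RT; streptavidin donor/Ni-chelate acceptor beads 10 ug/mL each final, 30 min RT dark; AlphaScreen read.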
* marks the source's active call; other numbers are inactive results; ? = inconclusive; . = no result given; & = joins results of further samples; [ ] = remark or other dose. Unless noted, the call rests on the fitted dose curve; in most records, active means well fitted curve in the direction sought with a large enough effect; inconclusive means small, poorly fitted or top-dose-only effect, or another doubt; inactive means no such curve, though single readings can be large; an effect the other way counts as inactive or inconclusive. Unless noted, on the % scale 0 is the no-effect control and ±100 the full control effect; potency means the concentration at half of the fitted maximal effect.

Fields – ALDH1A1 inh	TRb-SRC2 inh	TexasRed fluor	Tau fluor cs	Tau ThT inhib	aGal spleen mod	Tau FP inhib	L3MBTL1 block
(1) CCOC(=O)c1ccc(NC(=O)CCc2nc3cccnc3n2Cc2cccs2)cc1
 : .	-3.0%	5.3%	?	?	.	-11.2%	.
(2) CC1CCCC(C)N1S(=O)(=O)c1ccc(NC(=O)CNCC2CCCO2)cc1 (stereo not given)
 : -4.5%	-1.5%	2.2%	-15.4%	-13.0%	8.9%	-7.9%	6.2%
(3) C=CCNC(=O)NC(=O)COC(=O)CNS(=O)(=O)c1ccc(F)c(F)c1F
 : -1.4%	-10.8%	0.7%	-4.0%	3.8%	-4.6%	-7.9%	26.6%
(4) Cc1c(NC(=O)c2ncn[nH]2)cccc1-c1nc2ccccc2s1
 : 8.8%	2.8%	-20.5%	-5.6%	-6.9%	4.6%	-12.5%	-21.2%
(5) CCOC(=O)c1c(CN2CCOCC2)n(-c2ccccc2)c2cc(Br)c(O)cc12
 : 4.1%	1.3%	-3.5%	?	-8.3%	-13.0%	?	-3.8%
(6) O=C(COC(=O)c1ccccc1NC(=O)c1ccco1)Nc1ccc2c(c1)OC(F)(F)O2
 : ?	-3.9%	0.9%	?	-13.8%	-3.4%	?	.
(7) Cc1c(Cl)cccc1NC(=O)CSc1ccc(-c2cccnc2)nn1
 : 11.5%	-1.1%	-2.8%	-2.3%	-4.7%	-6.8%	3.2%	.
(8) CC#CCNCc1ccccc1
 : 6.4%	3.5%	-2.1%	2.3%	-2.2%	3.7%	5.4%	3.7%
(9) COC(=O)c1ccc(C(=O)OC)c(NC(=O)CN(c2ccc3c(c2)OCO3)S(C)(=O)=O)c1
 : 3.9%	5.2%	-4.6%	-10.2%	-12.2%	8.7%	2.2%	.
(10) CN1CCN(S(=O)(=O)c2cccc(S(=O)(=O)c3cccc(S(=O)(=O)N4CCN(C)CC4)c3)c2)CC1
 : -5.5%	-2.9%	-6.1%	-2.1%	-3.8%	13.1%	2.8%	.

Whole records from above.
Record of CN1CCN(S(=O)(=O)c2cccc(S(=O)(=O)c3cccc(S(=O)(=O)N4CCN(C)CC4)c3)c2)CC1 : ALDH1A1 inh = -5.5%; TRb-SRC2 inh = -2.9%; TexasRed fluor = -6.1%; Tau fluor cs = -2.1%; Tau ThT inhib = -3.8%; aGal spleen mod = 13.1%; Tau FP inhib = 2.8%; L3MBTL1 block = .
Record of C=CCNC(=O)NC(=O)COC(=O)CNS(=O)(=O)c1ccc(F)c(F)c1F : ALDH1A1 inh = -1.4%; TRb-SRC2 inh = -10.8%; TexasRed fluor = 0.7%; Tau fluor cs = -4.0%; Tau ThT inhib = 3.8%; aGal spleen mod = -4.6%; Tau FP inhib = -7.9%; L3MBTL1 block = 26.6%
Record of Cc1c(NC(=O)c2ncn[nH]2)cccc1-c1nc2ccccc2s1 : ALDH1A1 inh = 8.8%; TRb-SRC2 inh = 2.8%; TexasRed fluor = -20.5%; Tau fluor cs = -5.6%; Tau ThT inhib = -6.9%; aGal spleen mod = 4.6%; Tau FP inhib = -12.5%; L3MBTL1 block = -21.2%

The list continues.
Fields – ALDH1A1 inh	TRb-SRC2 inh	TexasRed fluor	Tau fluor cs	Tau ThT inhib	aGal spleen mod	Tau FP inhib	L3MBTL1 block
(11) O=C(COC(=O)/C=C/c1cccs1)Nc1nc(-c2ccccc2)cs1
 : 22.4µM*	-1.6%	-0.5%	-5.8%	-7.5%	3.9%	?	4.5%
(12) O=C(Cc1ccc(-n2cccc2)cc1)NCc1ccccc1Cl
 : -12.1%	2.9%	0.1%	14.7%	6.9%	-0.9%	-15.5%	-10.6%
(13) NC(=O)CSc1nnc(-c2ccc(S(=O)(=O)N3CCCC3)cc2)n1CC1CCCO1 (stereo not given)
 : ?	-3.2%	-0.9%	5.0%	-7.5%	1.0%	2.1%	-3.4%
(14) CCCC(=O)Nc1nnc(SCc2cc(=O)n3ccccc3n2)s1
 : .	3.8%	0.6%	5.8%	2.1%	.	5.9%	.
(15) O=c1[nH]n(-c2cccc(Cl)c2)c2ncccc12
 : 2.5%	7.3%	0.0%	-13.2%	?	-0.8%	2.2%	2.8%
(16) COc1ccc(Oc2ccc(NC(=O)c3ccccc3C)cc2)cc1
 : -9.2%	-1.1%	-1.4%	-16.3%	-11.3%	-7.3%	-1.9%	-7.8%
(17) CCC(C(=O)NCc1ccc(F)cc1)N(Cc1ccco1)C(=O)c1snc(C(N)=O)c1N (stereo not given)
 : ?	1.3%	4.5%	-12.0%	-8.7%	4.3%	3.7%	-1.8%
(18) OCCNc1nc2ccccc2n1-c1ncnc2sc3c(c12)CCC3
 : 6.7%	1.7%	-0.5%	?	-19.5%	-1.1%	10.2%	.
(19) Cc1c(C=O)c2ccccn2c1C(=O)c1ccccc1
 : 0.8%	-3.7%	0.5%	-11.0%	-11.9%	-13.9%	3.2%	.
(20) Cc1ccccc1Nc1nc(N)nc(CN(C)c2ccccc2)n1
 : 14.5%	4.7%	-3.5%	-29.0%	-15.4%	8.8%	11.2%	-17.5%
(21) O=C(NNc1ccccc1)C(=O)N1CCCCC1
 : 5.5%	-4.1%	-18.8%	-7.5%	-0.6%	5.9%	-9.7%	8.2%
(22) CC(C)Cc1nc(Nc2ccc(S(=O)(=O)N3CCCC3)cc2)c2nnn(Cc3ccccc3)c2n1
 : ?	7.1%	-13.1%	-23.7%	-6.5%	6.2%	-14.6%	-10.8%
(23) Cc1ccc(NC(=O)CCCn2c(=O)c3cccn3c3ccccc32)cc1C
 : .	1.4%	0.2%	-7.0%	10.3%	.	-3.7%	.
(24) COC(=O)C1=C(C(=O)OC)[C@@H]2N(C)c3ccccc3[C@@]23C[C@@H](C(=O)OC)N(S(=O)(=O)c2ccc(Br)cc2)C3=N1
 : 6.9%[13.5 µM]	1.7%[11.2 µM]	-2.2%[11.2 µM]	-7.5%[11.6 µM]	5.6%[11.5 µM]	-10.3%[17.5 µM]	8.1%[11.6 µM]	.
(25) O=c1[nH]nc(-c2ccc(F)cc2)cc1Cc1ccc(F)cc1
 : .	-3.0%	-0.7%	?	.	11.3%	7.9%	.
(26) CCOc1ccc(S(=O)(=O)N(C)c2ccc(OCC(=O)Nc3nccs3)cc2)cc1
 : ?	4.8%	2.5%	-29.6%	-11.8%	4.9%	-0.5%	-12.9%
(27) CCCn1nnc(NC(=O)/C=C/c2cc(Br)ccc2OC)n1
 : -4.8%	-0.6%	0.7%	4.1%	5.5%	9.3%	10.2%	4.9%
(28) CCOC(=O)Cn1c(C)[n+](C)c2cc(Cl)c(Cl)cc21
 : 9.6%	2.1%	-5.8%	-0.1%	3.4%	-10.7%	2.6%	-9.3%
(29) Fc1ccccc1CSc1nnc2ccc(-c3ccncc3)nn12
 : 0.1%	-0.4%	-6.0%	-9.2%	-5.0%	-2.1%	-7.9%	.
(30) CNc1nc2ccccc2n1/N=C/c1cccc(OC)c1OC
 : ?	2.2%	-7.4%	-26.5%	?	1.3%	-3.0%	-1.5%
(31) O=[N+]([O-])c1ccc(N2CCCCCC2)c([N+](=O)[O-])c1
 : -21.2%	-2.6%	1.0%	-20.5%	-18.5%	-5.6%	-2.3%	-22.6%
(32) COc1ccccc1NC(=O)CSc1nc2nc(C)cc(C)c2c(=O)[nH]1
 : -1.5%	-6.4%	-2.7%	-4.7%	-11.3%	-1.0%	-3.4%	.
(33) Cc1ccc(C(=O)c2ccc([N+](=O)[O-])cc2)cc1C
 : ?	-14.8%	1.8%	-25.2%	?	4.6%	13.7%	.
(34) CCOC(=O)CN1C(=O)N[C@@H](c2ccccc2)C(C(=O)OC)=C1C
 : 10.8%&15.5%	8.7%&1.9%	0.1%&-1.6%	-2.8%&-6.2%	-3.3%&-6.5%	-6.2%&-9.7%	3.8%&-7.3%	6.6%
(35) CCC(C)N1C(=O)/C(=C/c2c(NCCCOC(C)C)nc3c(C)cccn3c2=O)SC1=S (stereo not given)
 : -6.6%	-0.2%	-1.5%	0.8%	?	4.7%	25.1µM*	-7.2%
(36) CC(=O)Nc1cccc(NC(=O)CSc2nc3ccccc3o2)c1
 : -0.4%	-7.0%	1.5%	-0.6%	-1.5%	-4.0%	5.9%	3.8%
(37) Cc1ccc(S(=O)(=O)N2CCN(CC(=O)NC3CCCc4ccccc43)CC2)c(C)c1 (stereo not given)
 : 12.6µM*	-5.4%	-6.0%	-6.1%	-16.0%	-0.4%	7.6%	.
(38) Cc1ccc(S(=O)(=O)Nc2nc3n(n2)C(c2ccc(Cl)cc2)C=C(c2ccccc2)N3)cc1 (stereo not given)
 : .	4.8%	0.5%	-3.8%	-1.7%	.	13.8%	.
(39) COc1ccc(Cl)cc1S(=O)(=O)Oc1ccc(NC(C)=O)cc1
 : -10.5%	0.4%	0.2%	-8.3%	-3.7%	-1.4%	-5.6%	-2.2%
(40) Cc1ccc(/C=C2\SC(N3CCCC3)=NC2=O)cc1
 : 12.3%	3.8%	-0.9%	-2.0%	?	2.0%	2.2%	-4.7%
(41) Cc1cccnc1NC(=S)NCc1ccco1
 : 12.6µM*	-6.2%	0.5%	-3.2%	2.3%	6.4%	0.1%	-1.5%
(42) O=C(N/N=C\c1ccc(OC(=O)c2ccco2)cc1)c1ccc(Cl)cc1
 : 2.2%	-1.5%	-1.1%	-10.4%	?	4.4%	-8.2%	-24.2%
(43) CCOC(=O)c1c(C)[nH]c(C(=O)N/N=C/c2ccc(Br)cc2)c1C
 : -5.2%	7.2%	0.5%	?	?	-2.6%	?	-6.8%
(44) COc1ccc(CNC(=O)CCc2cn(C)c3ccccc23)cc1
 : .	4.3%	-2.2%	-9.0%	-2.0%	.	5.1%	.
(45) O=C(N/C(=C\c1ccc([N+](=O)[O-])cc1)C(=O)N1CCOCC1)c1ccccc1
 : 6.3%	-11.7%	0.5%	6.9%	6.8%	2.3%	4.2%	.
(46) CC(=O)O[C@@H]1[C@@]2(C)O[C@H]2CC[C@]23O[C@H]2[C@H](OC3=O)C2=C(C)C(=O)O[C@@]21O
 : 28.2µM*	1.8%	-0.4%	-9.7%	?	8.0%	-6.6%	5.1%
(47) CNC(=O)CSc1nccn1Cc1ccc(Cl)cc1
 : 10.7%	1.2%	0.9%	-0.6%	-8.2%	4.5%	5.0%	-9.4%
